High-throughput results from PubChem BioAssay.
JMJD2A Tudor inh: qHTS Assay for Inhibitors of JMJD2A-Tudor Domain; Lysine-specific demethylase 4A (Homo sapiens), O75164; AlphaScreen JMJD2A-Tudor / H3K4me3 peptide binding; Potency, µM (series often up to 114 µM), inactives show at the highest dose activity change, negative = inhibition, actives largely listed as inhibitors; hit rate 4.4% among 390,000; AID 504339, 2011; further: potency means the concentration at half of the fitted maximal effect; on the % scale 0 is the no-effect control and ±100 the full control effect; nearly all actives have a fitted effect of over 50% in size
POLH inh: qHTS for Inhibitors of Polymerase Eta; DNA polymerase eta (Homo sapiens), Q9Y253; recombinant Pol eta, fluorescent DNA replication assay; Potency, µM (highest dose often 114 µM), for the others: at the top dose activity change, negative = inhibition, hits mostly inhibitors; hit rate 1.2% among 390,000; AID 588591, 2011; further: potency means the concentration at half of the fitted maximal effect; on the % scale 0 is the no-effect control and ±100 the full control effect
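Pol eta (10 nM) was preincubated with compounds for 15 min at room temperature, after which fluorescent replication substrate (50 nM final) was added to start the reaction. Fluorescence was read kinetically at 0 and 10 min.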
G9a block: qHTS Assay for Inhibitors of Histone Lysine Methyltransferase G9a | G9a H3K9 monomethylation, AlphaScreen, 2 h | Potency, µM (series often up to 102 µM), for the others: at the top dose activity, negative = inhibition, usual class: inhibitors | hit rate 8.8% among 350,000; further: potency means the concentration at half of the fitted maximal effect; on the % scale 0 is the no-effect control and ±100 the full control effect; nearly all actives have a fitted effect of over 75% in size
Target sequence (Q96KQ7 913-1193 limits assumed): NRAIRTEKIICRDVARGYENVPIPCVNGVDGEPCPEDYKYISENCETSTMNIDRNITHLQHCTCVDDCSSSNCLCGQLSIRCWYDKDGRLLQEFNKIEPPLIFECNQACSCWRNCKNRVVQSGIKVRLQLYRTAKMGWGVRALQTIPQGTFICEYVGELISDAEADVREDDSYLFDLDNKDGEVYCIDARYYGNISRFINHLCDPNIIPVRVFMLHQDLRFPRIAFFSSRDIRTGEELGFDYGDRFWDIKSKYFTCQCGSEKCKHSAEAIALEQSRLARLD
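Readings reflect AlphaScreen signal from monomethyl-H3K9 antibody detection. HMT at 20 nM; substrate b-H3K9 500 nM; cofactor SAM 20 uM; 2 h RT reaction; compounds tested as titrations in qHTS with 15 min preincubation.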
BAZ2B block: qHTS Assay for Inhibitors of BAZ2B; Bromodomain adjacent to zinc finger domain protein 2B (Homo sapiens), Q9UIF8; Potency, µM (top dose mostly 114 µM), for the others: at the top dose activity change, negative = inhibition, most hits filed as inhibitors; AlphaScreen BAZ2B-H3K14Ac peptide displacement; hit rate 4.4% among 360,000; further: potency means the concentration at half of the fitted maximal effect; on the % scale 0 is the no-effect control and ±100 the full control effect; nearly all actives have a fitted effect of over 60% in size
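AlphaScreen displacement of biotin-H3(5-23)K14Ac peptide (50 nM final) from BAZ2B (50 nM final) in PBS pH 7.4, 0.01% Tween-20; complex preformed 30 min RT, then compounds (top 110 uM) 30 min RT, beads 20 min dark.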
GLS inh: qHTS for Inhibitors of Glutaminase (GLS) | Glutaminase kidney isoform, mitochondrial (Homo sapiens), O94925 | GLS enzymatic activity, qHTS titration | Potency, µM (highest dose often 45.5 µM), inactives show at the highest dose activity change, negative = inhibition, hits mostly inhibitors | hit rate 0.21% among 410,000 | AID 624170, 2012; further: potency means the concentration at half of the fitted maximal effect; on the % scale 0 is the no-effect control and ±100 the full control effect
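Enzyme dispensed in phosphate buffer (45 mM, pH 8.2, 0.02% Tween-20), compounds pinned in, then 1 mM L-glutamine solution and the glutamate oxidase–HRP–Amplex Red mix added; fluorescence read immediately and again after 30 min at room temperature.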
Pin1 inhibitor: qHTS Assay to Find Inhibitors of Pin1. hit rate 0.009% among 390,000. Pin1 FP peptide displacement, HiFluor488, 10 min. Peptidyl-prolyl cis-trans isomerase NIMA-interacting 1 (Homo sapiens), Q13526. Potency, µM (top dose mostly 115 µM), inactives show at the highest dose activity, negative = inhibition, hits mostly inhibitors; active means well fitted inhibition curve with a large enough effect in the polarisation, with a control signal flat, not every such curve was filed as active; inconclusive means small, poorly fitted or top-dose-only effect, or effect the other way, or a change in a side signal; inactive means no such curve, though single readings can be large or run the other way; the % refers to the polarisation; further: potency means the concentration at half of the fitted maximal effect; on the % scale 0 is the no-effect control and ±100 the full control effect
Target sequence (Q13526 whole entry, looked up): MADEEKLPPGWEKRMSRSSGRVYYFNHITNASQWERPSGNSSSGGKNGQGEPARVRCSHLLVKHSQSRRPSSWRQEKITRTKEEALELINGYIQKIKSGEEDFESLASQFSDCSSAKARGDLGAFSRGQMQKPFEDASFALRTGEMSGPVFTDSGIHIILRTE
PI4K2A block: qHTS for small molecular inhibitors of PI4K2A. hit rate 0.13% among 420,000. purified PI4K2A, ADP-Glo luminescence, 1 h; active compounds read low. AID 1346378, 2018. activity change, negative = inhibition, % at 76.9 µM; in the data active means activity change below about -50%; inconclusive means mostly about -30% to -49%;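 further: -100% = wells without enzyme as full effect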
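Compounds are screened against recombinant PI4K2A using PI as substrate and ATP, the latter dispensed at 300 microM. Reactions run one hour at ambient temperature before ADP-Glo detection; full inhibition defined by wells lacking enzyme.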
Tb PGK inh: qHTS Assay to Find Inhibitors of Phosphoglycerate Kinase. PGK/GAPDH coupled, Kinase-Glo luminescence, 60 min. Phosphoglycerate kinase, glycosomal (Trypanosoma brucei brucei), P07378. hit rate 0.043% among 380,000. AID 602233, 2012. Potency, µM (top dose mostly 57.5 µM), without a hit: at the top dose activity change, negative = inhibition, actives largely listed as inhibitors; further: potency means the concentration at half of the fitted maximal effect; on the % scale 0 is the no-effect control and ±100 the full control effect; nearly all actives have a fitted effect of over 60% in size
Target sequence (P07378 whole entry, looked up): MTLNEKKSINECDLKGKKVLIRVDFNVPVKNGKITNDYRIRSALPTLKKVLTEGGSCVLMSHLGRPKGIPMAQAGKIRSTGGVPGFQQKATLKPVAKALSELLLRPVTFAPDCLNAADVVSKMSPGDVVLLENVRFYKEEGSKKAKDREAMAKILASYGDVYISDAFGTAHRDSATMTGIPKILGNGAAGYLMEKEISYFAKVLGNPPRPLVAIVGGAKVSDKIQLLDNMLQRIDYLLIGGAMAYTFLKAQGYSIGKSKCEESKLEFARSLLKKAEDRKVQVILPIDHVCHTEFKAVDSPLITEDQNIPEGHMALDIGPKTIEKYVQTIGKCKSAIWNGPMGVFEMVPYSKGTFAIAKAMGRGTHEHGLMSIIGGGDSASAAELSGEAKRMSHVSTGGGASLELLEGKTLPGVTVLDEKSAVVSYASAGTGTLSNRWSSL
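Recombinant glycosomal PGK reaction used 1,3-bisphosphoglycerate generated in-well by GAPDH (100nM final) in 100mM TEA pH 7.6, 5mM MgCl2, 0.01% Tween-20. After 60 minutes at room temperature, ATP was read by Kinase-Glo Plus luminescence end-point.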
HP1b chromo inh: HTS for Inhibitors of HP1-beta Chromodomain Interactions with Methylated Histone Tails | AlphaScreen HP1-beta / biotin-H3K9me3 peptide binding | Potency, µM (highest dose often 114 µM), for the others: at the top dose activity change, negative = inhibition, actives largely listed as inhibitors | hit rate 0.56% among 390,000; further: potency means the concentration at half of the fitted maximal effect; nearly all actives have a fitted effect of over 70% in size; inactives centre near 23
Target sequence (P83916 whole entry, looked up): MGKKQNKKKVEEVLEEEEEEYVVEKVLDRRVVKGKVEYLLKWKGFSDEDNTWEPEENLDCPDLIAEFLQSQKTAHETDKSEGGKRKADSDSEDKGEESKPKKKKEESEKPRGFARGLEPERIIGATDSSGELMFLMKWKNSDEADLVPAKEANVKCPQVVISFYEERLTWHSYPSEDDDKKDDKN
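Compound inhibition of the preformed complex between 50 nM HP1-beta and 50 nM biotinylated H3K9me3 peptide was read by AlphaScreen. Buffer was PBS pH 7.4 with 0.01% Tween-20. Incubations ran 30 min at room temperature, with 10 ug/mL donor/acceptor beads.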
* marks the source's active call; other numbers are inactive results; i = inactive; ? = inconclusive; / = not tested or not shown; & = joins results of further samples; [ ] = another dose, or the depositor's remark. Unless noted, the call rests on the fitted dose curve; in most records, active means well fitted curve in the direction sought with a large enough effect; inconclusive means small, poorly fitted or top-dose-only effect, or another doubt; inactive means no such curve, though single readings can be large; an effect the other way counts as inactive or inconclusive. This is a subset; rates above refer to the full screens.

SMILES	JMJD2A Tudor inh	POLH inh	G9a block	BAZ2B block	GLS inh	Pin1 inhibitor	PI4K2A block	Tb PGK inh	HP1b chromo inh
CCc1ccc2nc(N(Cc3cccnc3)C(=O)Cc3ccccc3)sc2c1	-11%	-3%	-2%[59 µM]	-4%	-13%	24%	5	i	8%
CCCn1c(SCC(=O)NC2CCCc3ccccc32)n[nH]c1=O (stereo not given)	-1%[57.1 µM]	-18%	0%	-1%	2%	1%	-19	6%	54%[activator]
CC[C@]1(c2ccccc2C)ON(c2ccccc2C(F)(F)F)C1=O	69%[activator]	-20%	-29%[0.501 µM]	49%[activator]	1%	?	2	0%	3%
O=C(N/N=C/c1ccc(OCc2ccccc2)cc1)c1ccco1	-1%	-21%	10%[59 µM]	-2%	-7%	0%	-5	-10%	37%
COc1ccc(NS(=O)(=O)c2ccc(O)c(C(=O)OCC(=O)Nc3ccc4c(c3)OCCO4)c2)cc1	-17%	-19%	2%[59 µM]	6%	21%	8%	2	5%	14%
CCOC(=O)c1cc(NC(=O)N(C(C)C)C2CCCCC2)c(C)nc1C	-6%	6%	-6%	-1%	0%	1%	0	1%	3%
S=C(NCCCN1CCN(CCCNC(=S)NC2CCCCC2)CC1)NC1CCCCC1	-30%	-19%	/	/	3%	1%	-5	-3%	15%
CNC(=S)N/N=C(\C)c1cccc([N+](=O)[O-])c1	-23%	-6%	?	50µM*	-19%	-2%	-5	-11%	-8%
CCC/C=C1/CCCOC(C(=O)NCCN2CCOCC2)(C(F)(F)F)C1 (stereo not given)	-8%&-12%	-8%	/	/	-6%	2%&0%	3	1%	77%&21%[activator]
CSc1ccc(Cl)c(C(=O)NCC(C)C)c1	-6%	-8%	4%[59 µM]	-4%	-4%	5%	2	/	16%
O=S(=O)(Nc1ccccc1)c1ccc(NS(=O)(=O)c2c(F)cccc2F)cc1	-14%	-21%	50µM*	-4%	?	-2%	1	-8%	21%
CCOc1ccc(-c2cc(C(=O)N/N=C(\C)c3cccnc3)c3ccccc3n2)c(OCC)c1	-16%	-12%	?	-11%	-2%	-1%	-7	i	26%
Cc1cc(C(=O)COC(=O)c2ccccc2O)c(C)n1CC1CCCO1 (stereo not given)	?	-22%	-4%[59 µM]	?	0%	-5%	-17	-30%	-17%
Cc1ccc(CNC(=O)Cc2c(C)c3c(cc(C)c4c(C)coc43)oc2=O)cc1	-8%	-15%	?	-2%	-13%	-9%	0	3%	19%
O=C(NCCCn1ccnc1)c1cc2c(s1)CCCC2	-18%	0%	-7%	56µM*	-2%	-10%	0	1%	20%
COc1ccc(CC(=O)N/N=C/c2c(C)n(C)c3ccccc23)cc1OC	?	-10%	-29%	?	23%	5%	-3	9%	-4%
Cc1cccc(N2CCN(C(=O)c3ccc(NC(=O)c4nsc5ccccc45)cc3)CC2)c1C	-11%	9%	0%[59 µM]	1%	-5%	13%	-7	-1%	22%[57 µM]
CCN1C(=O)c2cccc3c(S(=O)(=O)Nc4ccccc4OC)ccc1c23	-2%	-19%	10%[59 µM]	1%	-11%	3%	0	-3%	51%[activator]
O=C(C[C@@H]1C/C=C\C[C@@H](Cc2ccc(F)cc2)C(=O)OC[C@@H]2CCCN2C1=O)NCCO	2%	-1%	/	/	-4%	-6%	0	i	33%
Cc1cccc(OCCSc2nc3ccc(NC(=O)COc4ccccc4F)cc3s2)c1	-7%	-21%	14%[59 µM]	-4%	3%	1%	-5	-10%	23%
Cc1n[nH]c(C)c1CCN(C)C(=O)C1CCC(=O)N(CC2CCCCC2)C1 (stereo not given)	-14%	-7%	?	0%	0%	0%	-7	-5%	9%
N/C(=N\OC(=O)c1ccc(Cl)c(Cl)c1)c1cccnc1	1%	11%	7%[59 µM]	6%	-9%	4%	-6	1%	24%
Cc1ccc(C(=O)N2CC=C(c3ccccc3)CC2)s1	-9%	-19%	21%	-1%	-5%	8%	-7	-7%	46%[activator]
CC(=O)Nc1ccc(S(=O)(=O)N2CCc3c(Cl)cccc3C2)cc1	-6%	-5%	-28%	-2%	0%	8%	-1	-8%	65%[activator]
COc1ccccc1CN(C)C(=O)CSCC(=O)Nc1ccccc1F	-11%	-3%	/	/	-10%	-6%	3	4%	42%[activator]
COCCn1cnc2c(c1=O)c1nc3ccccc3nc1n2/N=C/c1ccco1	-13%	34%[activator]	/	-1%	2%	-6%	-2	-1%	25%
O=C(NCCCN1CCOCC1)c1cccc(NS(=O)(=O)c2ccc(Br)cc2)c1	-14%	-12%	9%[59 µM]	14%	-1%	-5%	-2	-2%	33%
CSCC[C@H](NC(=O)[C@@H]1Cc2c([nH]c3ccccc23)C2c3ccccc3C(=O)N21)C(=O)NCC1CCCO1 (stereo not given in full)	-35%	-11%	-8%[12.7 µM]	-11%	25%	-6%	7	0%	-13%
O=C(NCCCn1cccn1)C1CCC(=O)N(Cc2ccccc2F)C1 (stereo not given)	-4%	-7%	18%	1%	-1%	4%	-4	-2%	33%
Cc1ccsc1/C=N/NC(=O)c1ccc2nc[nH]c2c1	-9%	1%	16%[59 µM]	4%	7%	-3%	0	2%	35%

Among those listed so far, these have a CF3 group.
SMILES	JMJD2A Tudor inh	POLH inh	G9a block	BAZ2B block	GLS inh	Pin1 inhibitor	PI4K2A block	Tb PGK inh	HP1b chromo inh
CC[C@]1(c2ccccc2C)ON(c2ccccc2C(F)(F)F)C1=O	69%[activator]	-20%	-29%[0.501 µM]	49%[activator]	1%	?	2	0%	3%
CCC/C=C1/CCCOC(C(=O)NCCN2CCOCC2)(C(F)(F)F)C1 (stereo not given)	-8%&-12%	-8%	/	/	-6%	2%&0%	3	1%	77%&21%[activator]

Other compounds
SMILES	JMJD2A Tudor inh	POLH inh	G9a block	BAZ2B block	GLS inh	Pin1 inhibitor	PI4K2A block	Tb PGK inh	HP1b chromo inh
Cc1ccc(CNC(=O)c2ccc3c(c2)S(=O)(=O)c2ccccc2C3=O)cc1	-30%	-11%	/	/	2%	4%	5	0%	24%
Cn1c(N)c(C(=O)CSc2nnc(-c3ccccc3F)n2N)c(=O)n(C)c1=O	16%	-10%	22%[59 µM]	3%	0%	-2%	1	-10%	21%
CN(C(=O)c1ccc(NC(=O)Cc2cccc(NC(=O)C3CCN(C(=O)C4CCC4)CC3)c2)cc1)C1CCCC1	-25%	-3%	6%[0.501 µM]	7%	-4%	8%	4	i	18%
COc1ccccc1NC(=O)CC1Sc2ccc(C(F)(F)F)cc2NC1=O (stereo not given)	-10%	-15%	1%[59 µM]	3%	-1%	18%	0	8%	38%
CCC1(C)OC(=O)N2CCc3c(C)[nH]c4c(C)ccc(c34)C21C (stereo not given)	-35%	-18%	?	?	-9%	-1%	-1	-6%	-4%
CCOC(=O)C1(COCc2ccccc2)CCCCC1=O (stereo not given)	/	-4%	/	/	2%	/	1	3%	/
COC(=O)C1=NN(C(=O)c2ccccc2)C(C)(O)C1 (stereo not given)	-8%	4%	7%[59 µM]	-1%	5%	3%	-5	/	20%
Cc1cc(NC(=O)CSc2nnc(-c3ccncc3)n2-c2ccc(F)cc2)no1	-18%	-1%	7%	2%	-3%	13%	3	-9%	34%
Cc1ccc(Oc2ccc(OCC(=O)NC(CC(C)C)C(=O)O)cc2)cc1 (stereo not given)	-9%	-16%	?	-23%	15%	4%	-5	6%	38%
Cc1ccc(NC(=O)C2CCCN2S(=O)(=O)c2ccc3c(c2)n(C)c(=O)c(=O)n3C)c(C)c1 (stereo not given)	-5%	-18%	1%	2%	-8%	-3%	4	-10%	3%
Cc1ccc(OCCC(=O)OCC(=O)Nc2ccc(F)cc2)cc1	12%	-8%	4%	7%	0%	1%	7	-10%	31%
CCOc1ccc(C2C3=C(CC(C)(C)CC3=O)N(CCCOC)C3=C2C(=O)CC(C)(C)C3)cc1OC	/	-23%	/	/	0%	/	-2	-9%	/
O=C(CSc1nnc(-c2ccco2)o1)N1CCN(c2ccccc2)CC1	?	-6%	4%	-3%	-5%	-4%	-5	i	-8%
CCc1ccc(-c2cn3c(n2)sc2cc(C(=O)NCCC4=CCCCC4)ccc23)cc1	-12%	-2%	?	-12%	-3%	7%	-3	-5%	32%
CCOc1ccc(NC(=S)NCCCn2ccnc2)cc1	-5%	-24%	8%[59 µM]	0%	17%	4%	3	-5%	31%
Cc1ccc(S(=O)(=O)N(c2nc(N(C)C)nc(N(C)C)n2)n2cnnc2)cc1	-7%	-3%	1%[12.7 µM]	11%	-3%	1%	-6	/	21%
COc1ccccc1-c1coc2c(CN3CCOCC3)c(O)ccc2c1=O	0%	-12%	1%	-3%	8%	1%	-2	i	50%[activator]
Cc1cc(/C=C(/C#N)c2nc3ccccc3[nH]2)c(C)n1-c1cc(C(=O)O)cc(C(=O)O)c1	25µM*	4µM*	13µM*	40µM*	18µM*	?	-15	?	?
O=C(c1ccc(CS(=O)c2ccccc2Cl)o1)N1CCN(C2CCCCC2)CC1 (stereo not given)	/	-3%	/	/	-3%	/	-4	0%	/
Cc1cccc(-c2nc3nc(C)cc(NC(C)c4ccccc4)n3n2)c1 (stereo not given)	-25%	-15%	-16%[59 µM]	-17%	-4%	?	1	i	23%[57 µM]
